# HCV NS3 hel inh – blocks Hepatitis C virus NS3 helicase unwinding; 290,000 tested, 0.56% active; inhibition, % at 10.9 µM; NS3 helicase DNA unwinding, Cy5 molecular beacon fluorescence;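 active means inhibition above the mean of all tested compounds plus 3 SD, set per campaign, cut at about 35% in these data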;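 further: 0% = DMSO wells and 100% = thioflavine S control wells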
#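 Assay system: hepatitis C virus NS3 helicase domain fragment enzyme. Also added: annealed dual-labelled DNA beacon duplex, ATP-started. Timing: 1 h reaction at 25 °C, ATP-initiated. Technique: Cy5 fluorescence at 0 and 60 min, beacon hairpin quenching. Evaluation: % inhibition of unwinding. Replication: one well per compound.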
# VIM-2 inh – blocks Pseudomonas aeruginosa VIM-2 metallo-beta-lactamase | purified VIM-2, nitrocefin hydrolysis, epi-absorbance fluorescence | inhibition, % at 5.6 µM | 290,000 tested, 0.89% active | AID 1527;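 active means inhibition above the mean of all tested compounds plus 3 SD, cutoff set per screening run, cut at about 7.5% in these data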;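 further: red hydrolysis product quenches plate fluorescence so inhibitors raise well fluorescence; 0% = enzyme with DMSO and 100% = DMSO without enzyme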
# PHOSPHO1 block – inhibitors of human PHOSPHO1 phosphatase; 290,000 tested, 1.1% active; inhibition, % at 13.3 µM; recombinant PHOSPHO1, absorbance phosphatase assay; in the data active means inhibition above about 60%
# Target sequence (Q8TCT1 whole entry, looked up): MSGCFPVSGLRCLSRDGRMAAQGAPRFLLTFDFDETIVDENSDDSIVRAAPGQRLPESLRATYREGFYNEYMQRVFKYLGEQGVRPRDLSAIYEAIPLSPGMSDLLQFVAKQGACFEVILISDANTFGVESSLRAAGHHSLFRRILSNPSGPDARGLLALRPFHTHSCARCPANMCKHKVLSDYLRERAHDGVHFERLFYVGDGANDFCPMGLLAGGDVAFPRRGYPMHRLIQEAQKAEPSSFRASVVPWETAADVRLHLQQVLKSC
# IDE act – IDE (human) activation, cell-based | HEK cells, FAbeta-B cleavage, fluorescence polarization; 0% vehicle, 100% cell-free pure enzyme wells | P14735 | activation, % at 5.96 µM | AID 493087 | 340,000 tested, 0.073% active;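 active means activation above the mean of all tested compounds plus 3 SD, set per screening campaign, cut at about 17% in these data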
# p-CIP stab down – p/CIP protein destabilization | Q05BA5 | F442A p/CIP-EGFP cells, EGFP fluorescence, 16 h | decrease of EGFP signal, % at 10 µM | 290,000 tested, 0.01% active | AID 1984;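 active means EGFP signal decrease of at least 30% at 10 µM or well 3 SD below plate mean, unless failing retest; inactive means the rest, including hits failing retest or dose response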; further: some compounds called inactive have numbers as strong as hits; many of its hits are not listed in these tables
# MEKK3 PB1 HTS – raises or lowers MEK5 binding to the human MEKK3 PB1 domain. 290,000 tested, 1.4% active. bead-based flow cytometry, Alexa488-MEK5 binding to MEKK3; actives lie on both sides; 0 = blocked by unlabeled MEK5, 100 = vehicle. AID 1529. binding response (% of control), % at 10 µM;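 active means binding response more than 3 SD above or below the average of its plate-row segment, actives on both sides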;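 further: Alexa488 bead fluorescence after subtracting the streptavidin-only scavenger bead signal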
# Target sequence (Q99759 whole entry, looked up, the tested form may be a part): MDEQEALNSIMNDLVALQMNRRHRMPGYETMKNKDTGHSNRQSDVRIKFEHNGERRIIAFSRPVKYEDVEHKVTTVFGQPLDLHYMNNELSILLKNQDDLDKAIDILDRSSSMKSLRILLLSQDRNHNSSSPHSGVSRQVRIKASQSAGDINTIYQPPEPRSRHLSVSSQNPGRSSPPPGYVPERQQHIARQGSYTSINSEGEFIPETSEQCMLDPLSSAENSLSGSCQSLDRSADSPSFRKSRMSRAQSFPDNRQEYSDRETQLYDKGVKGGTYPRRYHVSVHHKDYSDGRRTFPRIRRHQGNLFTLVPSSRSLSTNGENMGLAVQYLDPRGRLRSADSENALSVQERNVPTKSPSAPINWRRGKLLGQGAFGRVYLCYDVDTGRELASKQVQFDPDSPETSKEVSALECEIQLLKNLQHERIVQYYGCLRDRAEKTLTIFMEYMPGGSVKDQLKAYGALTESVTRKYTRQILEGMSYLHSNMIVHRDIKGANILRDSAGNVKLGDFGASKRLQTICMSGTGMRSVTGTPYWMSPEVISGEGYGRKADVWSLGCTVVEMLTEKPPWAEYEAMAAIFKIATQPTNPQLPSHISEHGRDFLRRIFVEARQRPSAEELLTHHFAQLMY
# IMP-1 inhibitor – inhibitors of Pseudomonas aeruginosa IMP-1 metallo-beta-lactamase; purified IMP-1, nitrocefin hydrolysis, epi-absorbance fluorescence; inhibition, % at 5.6 µM; 290,000 tested, 0.45% active; AID 1556;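 active means inhibition above the mean plus 3 SD of all compounds in the same screening run, cut at about 4.5% in these data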;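 further: 0% = IMP-1 with DMSO and 100% = DMSO wells lacking enzyme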
#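 Material – recombinant IMP-1 enzyme, purified · Amount – IMP-1 0.2 nM before substrate addition · Medium – HEPES buffer pH 7.1 with ZnSO4 and Brij 35 · Timing – 25 °C, 15 min preincubation, 25 min reaction · Measured by – plate fluorescence quenching by hydrolysis product, ex 480/em 530 nm · Read-out – percent enzyme inhibition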
# FID counter – displaces DNA intercalator in HCV helicase counter-screen | DNA fluorescent intercalator displacement, fluorescence | inhibition, % at 7.9 µM | 290,000 tested, 0.17% active | AID 1845; in the data active means inhibition above about 37%;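 further: 0% = vehicle and 100% = reference compound; higher means more ethidium bromide displaced from hairpin DNA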
# UBC9 SUMO inh – blocks human SUMOylation mediated by UBC9; P63279; HTRF SUMOylation assay, SAE1/SAE2 + UBC9, in vitro; inhibition, % at 35 µM; 290,000 tested, 0.36% active; in the data active means inhibition above about 50%, passing the limit was not always enough; further: strong numbers were not always called active
# Target sequence (P63279 whole entry, looked up): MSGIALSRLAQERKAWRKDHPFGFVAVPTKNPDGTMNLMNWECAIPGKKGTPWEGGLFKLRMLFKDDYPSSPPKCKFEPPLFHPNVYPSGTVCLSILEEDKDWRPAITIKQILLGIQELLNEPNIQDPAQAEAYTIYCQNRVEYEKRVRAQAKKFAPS
# * hit, by the source's call; . = not tested or not shown; & = joins results of further samples; [ ] = another dose, or the depositor's remark. These rows are one share of the data, so the mix of outcomes need not match the whole.
SMILES,HCV NS3 hel inh,VIM-2 inh,PHOSPHO1 block,IDE act,p-CIP stab down,MEKK3 PB1 HTS,IMP-1 inhibitor,FID counter,UBC9 SUMO inh
C=CCn1c(C)cc(C(=O)COC(=O)/C=C/c2ccc(OC)cc2)c1C,0,-0.9,20,-1,6,83,-2.9,-16,2
CCN(CC)c1ccc(C(=O)N/N=C/c2ccc(OC)cc2OC)cc1,8,-3.8,36,2,6,106,-2.9,-11,10
O=C(c1ccc(F)cc1)C1CCN(C(=O)c2ccccc2F)CC1,8,-1.7,.,0,10,105,0.4,-26,1
COc1cc2c(=O)n(CCCC(=O)NCC3CCCO3)c(=O)n(CC(=O)c3ccc(F)cc3)c2cc1OC (stereo not given),8,-1.7,-4,3,7,102,-2.2,-11,6
COC(=O)Nc1ccc2c(c1)Nc1ccccc1CC2,-10,0.2,44,0,8,108,-4.8,1,-18
COc1cc(C(=O)OC(C)CN2CCOCC2)cc(OC)c1OC (stereo not given),-6&1,-1.2&-0.8,1&39,3&-2,12&20,107&98,-2.8&-2.1,2&-4,14&18
COc1ccc(CNC(=O)C[C@H]2C(=O)N(c3ccccc3)C[C@@H]2Cc2ccccc2)cc1,-12,-1.1,-13,0,-4,100,-1.9,-43,-4
OC(COc1ccc(Cl)cc1)CN1CCCCC1 (stereo not given),2,0.3,8,1,7,100,-2.9,5,-4
COc1ccc(C(=O)Nc2ccc(S(=O)(=O)N3CCCC3)cc2)cc1,11,-4.0,34,3,-10,101,-1.8,-19,17
Cc1ccc(-c2ccc(CCC(=O)O)n2C(C)C)cc1,13,-6.7,6,3,-10,100,-2.0,-8,0
Cc1ccc(C(=O)CCS(=O)(=O)c2ccc(Br)cc2)cc1,-1,-1.7,-34,-1,22,100,-4.2,-16,6
COc1ccc(OCc2nc3c4c(ncn3n2)-c2ccccc2CC42CCCC2)cc1,1,-2.2,-13,-1,-8,107,-2.3,-1,-4
Cc1ccc(NC(=O)C2CCCNC2=O)nc1 (stereo not given),1,-1.8,-21,1,2,119,-4.3,-1,-14
c1ccc(-c2ccc(-c3nc(-c4ccccn4)no3)cc2)cc1,-4,-3.0,21,-4,-16,77,-3.8,-12,14
O=C(CSc1ccc(Cl)cc1)N1CCN(c2ccc(Cl)cc2[N+](=O)[O-])CC1,-11,0.3,39,0,-2,99,-1.7,-12,8
O=C(c1cnc(N2CCN(c3ncccn3)CC2)c2ccccc12)N1CCN(c2ncccn2)CC1,-1,-1.8,34,-7,-19,.,-3.6,-31,15
CN(C)c1nc(OCCNC(=O)COc2ccccc2Cl)nc(N(C)C)n1,1,-1.8,33,6,-14,116,-3.7,-14,7
Cc1ccc(C)n1-c1ccc(C(=O)/C=C/N(C)C)cc1,7,-2.2,20,7,-9,100,-3.2,-11,13
Cc1ccc(CCNC(=O)c2sc3nc4n(c(=O)c3c2C)CCC4)cc1,-6,-1.5,26,-3,-7,104,-1.4,-29,10
O=C1C(Cc2ccc(O)cc2)NC(=S)N1c1ccccc1 (stereo not given),-1,-5.4,22,-10,-5,99,-1.8,3,-2
COc1ccc(CC(=O)N2CCCC(C)C2)cc1 (stereo not given),-7,-1.9,20,-1,-2,109,-1.4,-7,-11
CCC1(C)Cc2ccccc2-c2c1c(=O)n(-c1ccc(C)cc1)c1nnnn21 (stereo not given),2,2.0,-14,-3,-13,.,-2.2,-1,14
CCC(=O)NCCc1nc2cc(NC(=O)c3ccc(F)cc3)ccc2n1C,2,-1.4,-1,0,-17,101,-5.1,-9,-9
CCOc1cc(/C=C2\C(=O)N(c3nc(-c4ccc(Br)cc4)cs3)N=C2c2ccccc2)ccc1O,20,-4.8,41,-3,2,.,-0.4,-19,45
Cc1ccc(NC(=O)C2CCN(S(=O)(=O)c3cccc4cccnc34)CC2)nc1,3,1.0,0,0,-21,114,-2.9,-22,17
SMILES,HCV NS3 hel inh,VIM-2 inh,PHOSPHO1 block,IDE act,p-CIP stab down,MEKK3 PB1 HTS,IMP-1 inhibitor,FID counter,UBC9 SUMO inh
COc1ccc2cc(CN(CC3CCCO3)S(=O)(=O)c3ccc(C(C)=O)cc3)c(=O)[nH]c2c1 (stereo not given),3,-2.6,16,6,-10,98,-5.6,-19,25
O=C(/C=C/c1ccc(S(=O)(=O)N2CCOCC2)cc1)NCc1ccccc1Cl,0,-1.0,1,-5,-11,96,-0.9,-24,-14
O=C(CSc1nc2c(c(=O)n1-c1ccc(Br)cc1)SCC2)NCC1CCCO1 (stereo not given),12,-3.8,-8,2,-8,94,-1.6,-9,3
Cc1ccc2[nH]cc(CCNC(=O)c3ccc([N+](=O)[O-])cc3)c2c1,-7,1.2,-21,0,-9,99,-0.7,2,0
Cc1ccc(OCC(=O)Nc2ccc(NC(=O)c3ccccc3)c(C)c2)cc1,10,1.9,-12,-3,-11,98,0.9,-33,9
CCOc1ccc(NS(=O)(=O)c2cc(OC)ccc2OC)cc1,-5,-3.8,-34,3,-14,103,-4.5,-6,3
CC(C)C(OC(=O)c1cc2occc2n1C)C(=O)NCc1ccc2c(c1)OCO2 (stereo not given),10,-2.0,-47,0,-10,106,-3.3,-27,11
CCN(CC)C(=O)c1ccc(COc2ccccc2Cl)o1,-6,-0.8,14,3,-12,107,-1.9,-33,16
CC(=O)Nc1ccc2nc(-c3cccs3)[nH]c2c1,-2,-3.2,18,5,-3,.,-4.3,-1,21
O=C(CSc1nnc(CNC(=O)c2ccco2)o1)Nc1ccccc1F,-3,-2.0,-10,5,-12,98,-1.3,-4,5
COc1cccc(-c2cc3nc(-c4ccccc4)cc(N4CCCC(O)C4)n3n2)c1 (stereo not given),-18,-5.0,44,3,-3,100,0.0,-17,15
O=C(OCCCCOC(=O)c1ccccc1)c1ccccc1,-5,-2.5,32,-2,2,101,-2.7,-13,-8
CCN(CC(=O)NCc1ccc(Cl)cc1)C(=O)Cc1ccc(OC)cc1,-7,-0.5,16,3,-5,104,-1.2,-27,-9
Cn1nccc1C(=O)N1CCOCC1,-1,-0.6,32,-2,6,104,-1.8,-2,17
c1cc2c(cnc3cscc32)s1,13,5.6,3,-3,-2,96,2.7,-7,18
O=C(Nc1ccc(F)cc1)c1cc2ccccc2o1,-17,1.3,13,4,1,100,0.1,-6,13
COc1ccc(-c2noc(CNS(=O)(=O)c3ccc(NC(C)=O)cc3)n2)cc1,7,1.0,53,2,-8,103,-1.4,-4,-6
CC(C)CN1C(=O)C(=O)N(CC(=O)Nc2cc(Cl)ccc2Oc2ccccc2)C1=O,-5,-1.2,28,5,-1,107,-3.1,-11,-5
O=C(Nc1ccccc1N1CCOCC1)c1csc2c1CCCC2,-2,-4.1,42,-2,-2,101,-3.0,-32,10
Cc1cccc(NCc2ccccc2)c1,-3,-0.9,8,-2,-13,84,-2.1,1,12
COc1ccc(-c2nc3nc(C)c(Cc4ccccc4)c(=O)n3[nH]2)cc1,6,-3.4,-25,1,4,107,-1.5,0,19
COc1ccccc1N1CCN(/N=C/c2ccc(O)cc2O)CC1,-4,-0.7,14,5,-6,104,-1.6,-24,-3
CC(=O)Nc1cccc2c1C(=O)N(c1ccc(C)cc1)C2=O,5,-2.4,-3,3,0,95,-1.3,0,4
Cc1ccc(S(=O)(=O)NCCC(=O)N2CCN(Cc3ccccc3)CC2)cc1,0,2.3,4,1,-10,92,-0.6,-15,6
CC1(C(=O)NNC(=O)c2cccc([N+](=O)[O-])c2)CC1(Br)Br (stereo not given),4,-4.7,34,0,6,110,-4.5,-7,6

# Profiles from above. Screens in order: HCV NS3 hel inh, VIM-2 inh, PHOSPHO1 block, IDE act, p-CIP stab down, MEKK3 PB1 HTS, IMP-1 inhibitor, FID counter, UBC9 SUMO inh
# O=C(CSc1nc2c(c(=O)n1-c1ccc(Br)cc1)SCC2)NCC1CCCO1 (stereo not given) is listed as 12, -3.8, -8, 2, -8, 94, -1.6, -9, 3
# CC(C)C(OC(=O)c1cc2occc2n1C)C(=O)NCc1ccc2c(c1)OCO2 (stereo not given) is listed as 10, -2.0, -47, 0, -10, 106, -3.3, -27, 11
# c1cc2c(cnc3cscc32)s1 is listed as 13, 5.6, 3, -3, -2, 96, 2.7, -7, 18
# Cn1nccc1C(=O)N1CCOCC1 is listed as -1, -0.6, 32, -2, 6, 104, -1.8, -2, 17

# Next records.
SMILES,HCV NS3 hel inh,VIM-2 inh,PHOSPHO1 block,IDE act,p-CIP stab down,MEKK3 PB1 HTS,IMP-1 inhibitor,FID counter,UBC9 SUMO inh
Cc1cc(OCC(=O)NC2CCN(C)CC2)ccc1[N+](=O)[O-],-3,9.4*,38,1,-10,103,-1.9,3,17
O=C(C1CCCN1S(=O)(=O)c1cccc2cccnc12)N1CCN(c2ccccc2)CC1 (stereo not given),-8,-0.1,-4,1,-8,114,-3.4,-27,7
CCOc1ccccc1CNC(=O)CCC(=O)N1Cc2ccccc2Oc2ncccc21,-1,-1.2,33,5,-8,99,-1.4,-44,11
Clc1ccc(-c2c[nH]c3ccccc23)nn1,-1,2.1,34,2,0,102,0.2,-4,11
COC(=O)/C(=C(/F)Sc1cc(C)c(O)c(C)c1)C(F)(F)F,-6,-0.4,64*,-9,-1,94,-0.4,0,-9
O=C1CCCN1CC(=O)N1CCCC(N2CCN(c3cccc(Cl)c3)CC2)C1 (stereo not given),-4,0.2,8,3,4,100,-0.9,-22,13
O=C(CSc1n[nH]c(-c2cccnc2)n1)Nc1ccc(Cl)cc1,7,-2.7,0,-6,5,103,-2.3,0,1
CCNc1nc(NC(C)(C)C)nc(Oc2ccc(=O)n(-c3ccccc3)n2)n1,19,-3.2,52,-3,5,103,-3.6,-9,1
CCN(CC)CC#CCC1(O)c2ccccc2-c2ccccc21,3,-0.8,8,0,-5,.,-1.4,6,-4
CC(C(=O)NCc1cccs1)N1C(=O)c2ccccc2C1=O (stereo not given),-1,-2.5,24,-1,3,96,-1.4,1,7
Cc1ccc(NC(=O)OC(C)CNC(=O)Oc2cccc(C)c2)cc1 (stereo not given),-7,-2.5,0,1,6,104,-2.2,-22,-19
O=C(Nc1ccc(Br)cc1F)C1CCCO1 (stereo not given),-4,0.2,-1,3,1,96,3.0,-4,6
COc1ccc(C(=O)NC(NC(=S)Nc2ccc(S(N)(=O)=O)cc2)C(Cl)(Cl)Cl)cc1 (stereo not given),-1,-3.1,22,8,-4,100,-2.5,-5,-41
C/C(=N\Nc1cccc2cccnc12)c1ccccn1,9,1.6,12,1,4,105,-2.5,3,-2
CC(C)OC(=O)c1ccc(COC(=O)CNC(=O)c2ccco2)cc1,9,0.0,14,3,-7,102,-2.8,-26,-2
Cc1ccccc1NC(=O)c1cccc2nc3ccccc3nc12,4,-3.9,28,-2,-1,.,-2.5,1,12
CC(C)(C)c1cc(N2CCOCC2)n2ncc(-c3ccccc3)c2n1,-5,1.4,31,-4,-4,102,0.3,-7,14
CN(C)CCCN(C(=O)COc1ccccc1)c1nc2c(Cl)cccc2s1,-27,-0.5,23,2,0,35*[inhibitor],-1.6,8,-10
COc1ccc(COc2cc(-c3cccc(OC)c3)nc3ccc(NC(=O)C(C)C)cc23)cc1,17,1.5,-9,2,6,111,-0.8,-10,1
Cc1cccc(C(=O)O/N=C2\CCSc3ccc(C)cc32)c1,-4,-0.7,-26,2,12,101,-1.2,1,-10

# Assay outcomes from PubChem BioAssay.
